# Compound activity from PubChem BioAssay.
# Exocytosis inh: lytic granule exocytosis inhibition; TALL-104 LAMP-1 surface exposure, flow cytometry; cells stimulated with thapsigargin and PMA; inhibition, % at 10 µM; actives 0.66% (n = 360,000);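 active = inhibition above about 55%, limit read from the data; inconclusive = no clear call, values can overlap the other calls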
# N-glyco inh: blocks N-linked glycosylation in D54 reporter cells; D54 ERlucT glycosylation luciferase reporter, 24 h; percent of 100 nM tunicamycin response; reporter increase, % at 12.5 µM; actives 0.23% (n = 360,000); AID 588692;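 active = mean luciferase reporter signal, scaled so untreated is 0 and the glycosylation-blocking control 100, at or above a set limit in every replicate; inconclusive = mean reaches the limit but not every replicate does; inactive = mean below the limit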;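 note: luciferase carries N-glycosylation sites so blocking glycosylation raises the light; 0% = median of neutral control wells and 100% = median of 100 nM tunicamycin wells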
# ABCB6 inh 2: human ABCB6 transporter inhibition | AID 602162 | Q9NP58 | K562-ABCB6 porphyrin accumulation, flow cytometry, 1 h; active compounds read low | actives 0.19% (n = 360,000) | fluorescence ratio to DMSO, % at 10 µM;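 active = fluorescence ratio to DMSO below 75%, the collection mean minus 3 SD; inconclusive = too few cells collected in the well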;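 note: signal is porphyrin accumulated inside mitochondria; 100% equals median channel fluorescence of DMSO control wells; lower ratio means ABCB6 inhibition with less porphyrin fluorescence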
# Target sequence (Q9NP58 whole entry, looked up): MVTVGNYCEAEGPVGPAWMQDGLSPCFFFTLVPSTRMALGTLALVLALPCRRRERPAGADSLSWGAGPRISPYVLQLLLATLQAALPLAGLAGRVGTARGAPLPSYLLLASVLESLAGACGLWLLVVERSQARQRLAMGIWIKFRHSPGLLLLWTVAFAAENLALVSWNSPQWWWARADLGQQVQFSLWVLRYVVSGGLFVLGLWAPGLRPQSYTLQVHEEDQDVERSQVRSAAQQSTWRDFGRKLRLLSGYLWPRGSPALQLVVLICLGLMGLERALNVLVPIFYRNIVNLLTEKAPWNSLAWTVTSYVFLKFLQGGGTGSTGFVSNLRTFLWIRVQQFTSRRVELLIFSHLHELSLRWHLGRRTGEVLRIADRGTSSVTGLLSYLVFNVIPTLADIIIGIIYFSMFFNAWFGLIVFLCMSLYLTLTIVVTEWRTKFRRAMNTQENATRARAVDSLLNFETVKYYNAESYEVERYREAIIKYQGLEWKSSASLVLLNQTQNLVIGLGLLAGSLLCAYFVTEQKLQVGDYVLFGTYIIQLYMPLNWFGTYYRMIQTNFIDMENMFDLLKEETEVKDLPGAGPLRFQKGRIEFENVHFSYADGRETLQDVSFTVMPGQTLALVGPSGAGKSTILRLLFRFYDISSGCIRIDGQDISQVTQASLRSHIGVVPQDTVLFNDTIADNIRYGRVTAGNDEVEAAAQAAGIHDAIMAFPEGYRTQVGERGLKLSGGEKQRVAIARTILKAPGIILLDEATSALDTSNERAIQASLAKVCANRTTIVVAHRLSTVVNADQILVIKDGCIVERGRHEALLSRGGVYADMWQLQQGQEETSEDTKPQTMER
# PDI inh: blocks human protein disulfide isomerase activity; P07237; PDI insulin aggregation turbidity, A650, 90 min; inhibition, % at 10 µM; actives 0.052% (n = 350,000);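 active = mean inhibition across replicates of 30% or more, whatever share of single replicates reach that level; inconclusive = mean inhibition below 30% while every single replicate reaches 30%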;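 note: absorbance from insulin aggregation driven by PDI reduction with DTT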
# Vif inh: blocks HIV Vif function; inhibition, % at 7.49 µM; actives 0.35% (n = 340,000); AID 602346; HEK293T cells, Vif self-association by quenched fluorescence, imaging, 24 h; in the data active = inhibition above about 50%, passing the limit was not always enough; inconclusive = no clear call, values can overlap the other calls; inactive = below about 31%; note: some results filed as inactive read as strong as hits
# hiPSC survival: hiPSC single-cell survival enhancement; ATPlite luminescence; 100% = ROCK inhibitor wells, 0% = DMSO; survival enhancement, % at 20 µM; actives 0.044% (n = 360,000); AID 602274; in the data active = survival enhancement above about 18%;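 note: cells exposed to compounds for 16 hours before the ATP read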
# Cardio protect: modulators protecting cardiomyocytes from myocardial damage; AID 588492; H9c2 cardiomyocytes, H2O2 injury protection, ATPLite, 2 h; actives 0.63% (n = 360,000); protection from H2O2 cell death, % at 20 µM;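 active = compounds giving at least 50% protection of heart cells from peroxide-induced death in the single-dose screen, raw or plate-pattern-corrected value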;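 note: 0% = DMSO wells with peroxide and 100% = DMSO wells without peroxide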
# m5-HT2A agonist: agonists of mouse serotonin 5-HT2A receptor (HTR2A) | CHO-K1 mHTR2A beta-arrestin complementation, luminescence; percent of 30 µM serotonin response | AID 624169 | activation, % at 7.6 µM | actives 0.66% (n = 360,000) | P35363;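 active = activation above a run cutoff, the mean activation of all tested compounds plus 3 SD, cut at about 14% in these data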;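 note: 0% = plate median of compound wells and 100% = 30 µM serotonin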
# CaV13 ICDI inh: Disruptors of the CACNA1D IQ motif to Ca2+-dependent inactivation inhibitor domain association, primary screening, Förster resonance energy transfer in intact living … | actives 0.098% (n = 340,000) | AID 743397 | HEK cells, CFP/YFP FRET ICDI-IQ, plate reader, 10 min; percent FRET-ratio fall versus neutral wells | inhibition, % at 12.3 µM;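 active = mean replicate inhibition of at least 30% and at least 1% of replicates passing that level; inconclusive = only one of the two criteria is met; inactive = neither criterion is met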;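 note: 0% = median of the neutral control wells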
# aDG glyco up: increases alpha dystroglycan glycosylation; activation, % at 10 µM; Pro5-aDG cells, alpha-DG glycosylation AlphaScreen (IIH6); 0% Pro5, 100% B10-LARGE cell signal; actives 0.22% (n = 360,000); AID 624168;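 active = activation of at least 8% versus controls, or a plate z-score of at least 8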;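 note: Pro5 are CHO cells carrying HIG-tagged alpha-DG that lacks glycosylation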
# * = called active by the depositor; i = inactive; ? = inconclusive; . = not tested or not shown.
SMILES,Exocytosis inh,N-glyco inh,ABCB6 inh 2,PDI inh,Vif inh,hiPSC survival,Cardio protect,m5-HT2A agonist,CaV13 ICDI inh,aDG glyco up
O=C1COc2ccc(C(=O)COC(=O)c3cnc(Cl)c(Cl)c3)cc2N1,-1,0,98,2,2,1.3,-14,0,-4,-0.3
CCOC(=O)N1CCN(S(=O)(=O)c2ccc(C(=O)N(CCCN(C)C)c3nc4ccc(CC)cc4s3)cc2)CC1,62*,-3,94,-9,13,-0.6,-5,-3,-5,0.2
O=c1oc(-c2ccco2)nc2sc3c(c12)CCCC3,3,0,103,5,2,-0.6,-15,-1,.,0.3
COc1ccccc1C(=O)NC1CCN(C(=O)Nc2ccc(F)cc2)CC1,-8,1,103,15,-16,0.9,1,3,-5,0.0
COC(=O)CNC(c1ccccc1)c1cc(Br)ccc1NC(=O)OCc1ccccc1 (stereo unspecified),-2,-5,91,5,-5,0.8,-3,3,-1,0.4
COc1ccc(CN(C)C(=O)Cn2cnc3c(SC)nc(N)nc32)cc1OC,0,0,100,-2,3,1.7,-14,-1,-5,-0.1
C[C@@H]1CN([C@H](C)CO)C(=O)CCCn2cc(nn2)CO[C@H]1CN(C)C(=O)c1cc(-c2ccccc2)on1,-2,4,95,4,3,1.3,0,-3,-6,-0.2
CC(C)(C)n1ncc2c(=O)n(Cc3ccc(Cl)cc3Cl)cnc21,2,-1,94,-9,2,5.8,-19,3,.,0.1
CCCCC(O)(CCCC)C(=O)NN(C(=O)OCC)c1ccccc1,-2,6,90,1,6,6.9,10,-1,-7,0.3
Cc1ccccc1Nc1nc(N)nc(COC(=O)c2c(C)noc2C)n1,42,2,97,6,29,-1.4,6,-1,-5,0.3
CCOC(=O)c1cccc(NC(=O)c2cccs2)c1,1,0,90,1,-3,1.0,-23,1,.,3.0
Cc1cnc(CN(C)C(=O)CC2C(=O)NCCN2CCCc2ccccc2)[nH]1 (stereo unspecified),5,2,106,8,-2,0.5,4,3,-3,-0.1
Cc1cc(NC(=O)CSc2ccccc2)no1,3,-1,114,3,-10,-2.5,2,0,-5,-0.1
Cn1c(-c2ccccc2)cc2ccccc21,-14,-4,100,0,-8,2.1,-5,6,-1,0.1
Cc1ccc(C(=O)NCCN2CCC(n3c(=O)[nH]c4ccccc43)CC2)cc1F,-2,.,85,.,.,-0.3,.,-6,-6,-0.1

# The closing two compounds of the part above are carried over, then new ones follow:
SMILES,Exocytosis inh,N-glyco inh,ABCB6 inh 2,PDI inh,Vif inh,hiPSC survival,Cardio protect,m5-HT2A agonist,CaV13 ICDI inh,aDG glyco up
Cn1c(-c2ccccc2)cc2ccccc21,-14,-4,100,0,-8,2.1,-5,6,-1,0.1
Cc1ccc(C(=O)NCCN2CCC(n3c(=O)[nH]c4ccccc43)CC2)cc1F,-2,.,85,.,.,-0.3,.,-6,-6,-0.1
CCc1ccccc1NC(=O)[C@@H]1CCC(=O)N1C1OC(=O)c2c1ccc(OC)c2OC (stereo partly specified),-5,0,99,.,2,0.2,0,-2,.,0.1
Oc1ccc(C[C@@H]2CNC(=S)N2CCCCC2CCCCC2)cc1,0,-4,99,2,-8,1.3,-25,2,?,0.7
CC1=C(C(=O)N(C)C)C(c2ccc(Cl)c(Cl)c2)NC(=O)N1 (stereo unspecified),0,-1,95,2,14,-2.0,-4,1,.,0.0
CCN(CC)c1ncnc2c1ncn2[C@H]1CN(Cc2ccccc2)C[C@@H](CO)O1,13,1,95,3,7,0.7,0,0,-10,0.2
O=C(Nc1ccc(F)c(Cl)c1)C1Cc2c(-c3ccc4c(c3)OCO4)ccnc2O1 (stereo unspecified),-6,-1,94,-14,-24,-2.0,-6,1,-5,0.3
O=C(CCN1CCc2ccccc2C(O)(c2ccccc2)C1)c1ccc2c(c1)OCCO2 (stereo unspecified),36,1,97,23,-5,3.5,-39,-11,.,1.4
COc1ccc(NC(=O)c2cccc(-n3c(C)ccc3C)c2)c(OC)c1,-4,12,122,0,2,-0.3,-2,2,-3,-0.2
O=C(CNS(=O)(=O)c1cccs1)N1CCN(c2ccccc2F)CC1,-11,-2,99,-1,-7,1.8,-5,-8,-2,-0.1
Cc1cccc(/C=N\NC(=O)c2ccc(Cl)cc2)c1O,0,-14,94,2,3,-2.2,17,-9,-3,1.6
COc1ccc(C(=O)CSc2nc3ncccc3[nH]2)cc1OC,7,-1,93,10,-5,0.6,6,5,-2,0.0
O=C(COC(=O)c1ccccc1SCC(=O)NC1CCS(=O)(=O)C1)NC1CCS(=O)(=O)C1 (stereo unspecified),6,3,97,-2,1,2.4,0,-5,-15,-0.1
CCCCN(C)CCNC(=O)c1ccc(Cn2c(=S)[nH]c3ccc(Br)cc3c2=O)cc1,9,-2,98,4,18,-0.4,6,-12,-6,0.6
CCOC(=O)C(=CNCC(=O)O)C(=O)OCC,-4,1,105,-6,4,-0.2,3,6,-6,0.0
C[C@]12CCC[C@H](O1)c1c(cc3c(c1O)C(=O)c1c(O)cc(O)cc1C3=O)O2,22,1,571,.,i,-1.2,-18,0,.,-0.6
CCc1nnc(NC(=O)CN2CCN(C(=O)c3ccccc3)CC2)s1,-1,-1,97,-4,2,0.3,0,-4,2,0.7

# In another format: 11 of the compounds above.
Compound	Exocytosis inh	N-glyco inh	ABCB6 inh 2	PDI inh	Vif inh	hiPSC survival	Cardio protect	m5-HT2A agonist	CaV13 ICDI inh	aDG glyco up
O=C(Nc1ccc(F)c(Cl)c1)C1Cc2c(-c3ccc4c(c3)OCO4)ccnc2O1 (stereo unspecified)	-6	-1	94	-14	-24	-2.0	-6	1	-5	0.3
O=C(CCN1CCc2ccccc2C(O)(c2ccccc2)C1)c1ccc2c(c1)OCCO2 (stereo unspecified)	36	1	97	23	-5	3.5	-39	-11	.	1.4
COc1ccc(NC(=O)c2cccc(-n3c(C)ccc3C)c2)c(OC)c1	-4	12	122	0	2	-0.3	-2	2	-3	-0.2
O=C(CNS(=O)(=O)c1cccs1)N1CCN(c2ccccc2F)CC1	-11	-2	99	-1	-7	1.8	-5	-8	-2	-0.1
Cc1cccc(/C=N\NC(=O)c2ccc(Cl)cc2)c1O	0	-14	94	2	3	-2.2	17	-9	-3	1.6
COc1ccc(C(=O)CSc2nc3ncccc3[nH]2)cc1OC	7	-1	93	10	-5	0.6	6	5	-2	0.0
O=C(COC(=O)c1ccccc1SCC(=O)NC1CCS(=O)(=O)C1)NC1CCS(=O)(=O)C1 (stereo unspecified)	6	3	97	-2	1	2.4	0	-5	-15	-0.1
CCCCN(C)CCNC(=O)c1ccc(Cn2c(=S)[nH]c3ccc(Br)cc3c2=O)cc1	9	-2	98	4	18	-0.4	6	-12	-6	0.6
CCOC(=O)C(=CNCC(=O)O)C(=O)OCC	-4	1	105	-6	4	-0.2	3	6	-6	0.0
C[C@]12CCC[C@H](O1)c1c(cc3c(c1O)C(=O)c1c(O)cc(O)cc1C3=O)O2	22	1	571	.	i	-1.2	-18	0	.	-0.6
CCc1nnc(NC(=O)CN2CCN(C(=O)c3ccccc3)CC2)s1	-1	-1	97	-4	2	0.3	0	-4	2	0.7

# (more compounds)
SMILES,Exocytosis inh,N-glyco inh,ABCB6 inh 2,PDI inh,Vif inh,hiPSC survival,Cardio protect,m5-HT2A agonist,CaV13 ICDI inh,aDG glyco up
CN(C)S(=O)(=O)c1ccc(C(=O)NCC2CC2(Cl)Cl)cc1 (stereo unspecified),-3,0,97,-8,0,-0.3,-7,4,-7,0.0
O=C(Cc1c(F)cccc1Cl)Nc1ccon1,-2,0,97,3,6,3.3,5,3,-8,0.0
Cc1cc(C)c2nc(C(F)(F)F)c(C#N)c(N)c2c1,-3,-2,95,-4,.,-0.1,-24,4,-4,-0.2
C[C@H](CO)N1C[C@H](C)[C@H](CN(C)S(=O)(=O)c2cccs2)Oc2ncc(-c3cc4ccccc4o3)cc2C1=O,2,-1,100,-7,-3,4.6,7,-7,-3,0.3
O=C(OCC(=O)c1ccc[nH]1)c1ccc(Cl)c(Cl)c1,-2,-1,99,6,0,-3.1,-6,-4,-2,0.2
CCN(CC)CCNC(=O)Cc1nn(CC)c(=O)c2ccccc12,-1,-1,95,-4,.,-2.4,5,1,-7,-0.1
O=C(Cc1ccc(F)cc1)Nc1cccc(-c2cn3c(n2)SCC3)c1,7,3,93,1,-3,0.4,19,-3,-4,-0.2
OCC[C@H]1C[C@H](O)[C@@H](O)[C@@]2(CCCCO2)O1,-6,2,96,-9,-3,-0.8,1,5,-4,0.0
CCCOc1ccc2ccccc2c1/C=C1\SC(=O)NC1=O,6,-3,95,-17,8,0.7,-15,1,-11,0.0
COc1cc(S(=O)(=O)N2CCOCC2)ccc1NC(=O)COC(=O)c1ccccn1,-2,-1,90,1,6,-2.6,8,-1,.,0.1
Cc1ccc(N2CC(C(=O)NC(C)CCc3ccccc3)CC2=O)cc1 (stereo unspecified),-1,1,99,4,-2,-0.5,-5,-6,.,-0.1
COc1ccccc1C(=O)Nc1nnc(S(=O)(=O)N2CCCCC2)s1,2,3,98,-7,-4,-0.1,3,-4,-2,-0.3
COc1cccc(C2NC(=O)NC(C)=C2C(=O)OCC2CCCCC2)c1 (stereo unspecified),-10,2,90,9,-1,-0.8,-4,-3,19,0.0
COc1ccc(S(=O)(=O)N(C)C[C@@H]2Oc3cc(Br)ccc3S(=O)(=O)N([C@H](C)CO)C[C@@H]2C)cc1,-5,-2,98,8,-9,-0.6,14,1,-8,-0.1
Cc1cccc(C)c1NC(=O)CNC(=O)Cc1c[nH]c2ccccc12,-8,1,99,3,-12,-0.3,-3,1,-5,-0.2
COc1cccc(C(=O)/C(C#N)=N/Nc2cccc(-c3ccnc(C)n3)c2)c1,16,-2,96,5,4,-0.2,-9,-5,-5,0.0
O=C1C(Oc2ccccc2)C(c2cccs2)N1Cc1ccc2c(c1)OCO2 (stereo unspecified),-5,-4,95,-3,-3,-2.6,-7,1,.,0.1
O=C(Nc1ccc2c(c1)OCO2)C1CCN(S(=O)(=O)c2cccc3cccnc23)CC1,-1,-2,136,1,-17,-0.8,9,2,-5,-0.1
CC(=O)c1cccc(NC(=O)N2CCCC2C(=O)NCc2ccccc2)c1 (stereo unspecified),-4,1,90,4,25,-1.7,-6,-2,-5,0.1
CCn1c(SC/C=C/c2ccccc2)nnc1-c1cccs1,1,0,89,-2,-6,-0.3,-7,-3,-5,0.2
CC(C)NCC(O)COCCOc1ccc(Cl)cc1 (stereo unspecified),-1,-1,97,-2,-4,-0.6,-1,-4,-17,0.0
CC(=NNC(=O)c1ccncc1)c1cc(Cl)ccc1Cl,-6,1,101,5,15,-0.1,1,-2,-9,-0.2
Cc1sc(NC(=O)c2ccc(=O)n(C)n2)nc1-c1ccccc1,11,-2,95,7,13,-0.7,-10,0,-4,0.0
COc1ccc2oc(C(=O)N(Cc3ccco3)Cc3cccs3)c(C)c2c1,-3,-2,98,0,-8,-0.5,-2,-4,-6,0.1
CCCCc1nnc(NC(=O)CN(C)S(=O)(=O)c2ccc(C)cc2)s1,0,-2,104,-6,-6,-0.1,1,0,.,-0.1
NS(=O)(=O)c1ccc(CCN2C(=O)/C(=C\c3ccc(Cl)cc3)SC2=S)cc1,-3,-6,97,1,-5,-2.9,-5,4,-5,1.1
